Screens deposited in PubChem BioAssay by several laboratories.
Myeloid diff MLP: promotes myeloid progenitor differentiation | ER-HoxA9 myeloid progenitors, lysozyme-GFP differentiation, flow cytometry | calls only at 10 µM | hit rate 1% among 360,000 | AID 624256;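 active = normalized GFP-positive differentiation at or above the plate's own cutoff, the solvent-only control mean plus 3 SD; inconclusive = no clear call, values can overlap the other calls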;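 also: cells exposed to compound for four days before flow analysis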
Rac1 GTP hydrolysis: MgcRacGAP GTPase-activating activity inhibitors, confirmation, biochemical, ADP Hunter fluorescence. AID 624330. MgcRacGAP-stimulated Rac1 GTP hydrolysis, ADP Hunter fluorescence; higher % means a stronger effect; GST-tagged Rac1 F28L mutant substrate. hit rate 0.6% among 340,000. inhibition, % at 30 µM; hits with a dose series show IC50 in µM;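 active = first-screen hits whose inhibition reached a set limit at any dose in the follow-up dose series; inconclusive = inhibition above the set first-screen limit but never retested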;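 also: fluorescence reports GDP produced by GAP-driven GTP hydrolysis; strong numbers were not always called active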
Salmonella PhoP GFP: PhoP-dependent GFP reporter repression – Salmonella Typhimurium, primary screen (AID 1863); S. Typhimurium PhoP-regulated promoter GFP reporter, 4 h; higher % means a stronger effect; inhibition, % at 50 µM, or IC50 in µM where a hit was titrated; hit rate 0.16% among 300,000;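 active = inhibition over 29.93%, a cutoff 3 SD above the screen mean, later confirmed by dose response; inconclusive = inhibition over 29.93% but no dose response follow-up; inactive = inhibition at most 29.93% or unconfirmed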;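 also: 0% = low Mg2+ inducing control and 100% = high Mg2+ repressing control; strong numbers were not always called active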
HIV fusion peptide: inhibitors of HIV fusion peptide binding, primary screen, biochemical, uHTS, fluorescence dequenching (AID 1986); cell-free peptide binding, fluorescence dequenching, 30 min; higher % means a stronger effect; inhibition, % at 20 µM, or IC50 in µM where a hit was titrated; hit rate 0.3% among 290,000; in the data active = inhibition mostly above about 52%, no sharp cut-off; inactive = mostly below about 76%; also: some results filed as inactive read as strong as hits
LYP inhibition: inhibitors of LYP phosphatase, biochemical, fluorescence intensity, uHTS (AID 1779) | recombinant LYP phosphatase, fluorescence intensity; higher % means a stronger effect | inhibition, % at 11.5 µM; hits with a dose series show IC50 in µM | hit rate 0.054% among 290,000; in the data active = inhibition above about 50%;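 also: plate controls were vehicle with enzyme for no effect and no enzyme for full effect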
Siah-1 displacement: Siah-1 peptide-binding antagonists, primary screen, biochemical, fluorescence polarization, rhodamine-plectin, uHTS (AID 1817) | displacement, % at 20 µM; hits with a dose series show IC50 in µM | Siah-1 / rhodamine-plectin peptide fluorescence polarization; higher % means a stronger effect | hit rate 0.02% among 290,000;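 active = displacement of at least 50% at 20 µM, with a fluorescence ratio check between 0.3 and a set limit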;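 also: plate controls were Siah plus tracer with DMSO for no effect and tracer alone without Siah for full effect; strong numbers were not always called active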
GPR55 LPI antagonism: inhibition of LPI-stimulated GPR55 beta-arrestin translocation – imaging, U2OS, beta-arrestin-GFP, LPI agonist, primary screen (AID 2013); U2OS GPR55 beta-arrestin-GFP translocation imaging, LPI antagonism; higher % means a stronger effect; hit rate 0.13% among 290,000; inhibition, % at 10 µM; hits with a dose series show IC50 in µM;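 active = spots per cell inhibited over 60%, with over 100 cells counted and total cytoplasm intensity under 500,000; inconclusive = wells with under 100 cells, flagged as likely toxic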;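 also: U2OS cells stably carrying GPR55 and arrestin-GFP stimulated by 5 µM LPI near EC80; imaged beta-arrestin-GFP aggregate spots per cell after agonist stimulation; plate controls were LPI-stimulated DMSO wells for no effect and DMSO wells without LPI for full effect; some results filed as inactive read as strong as hits; confirmed hits need IC50 under 10 µM and bright autofluorescent wells are also inconclusive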
NTR1 ag: NTR1-driven beta-arrestin-GFP spot formation – imaging, U2OS cells, high content, primary screen (AID 493036). hit rate 0.17% among 330,000. agonist mode. activation, % at 20 µM. P30989;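 active = activation at or above 40% of the spot to cytoplasm intensity ratio, with at least 20 cells analyzed; inconclusive = wells under 20 cells, flagged as cytotoxic or low count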;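 also: 0% = DMSO without peptide and 100% = 100 nM NTR1 peptide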
Target sequence (P30989 whole entry, looked up): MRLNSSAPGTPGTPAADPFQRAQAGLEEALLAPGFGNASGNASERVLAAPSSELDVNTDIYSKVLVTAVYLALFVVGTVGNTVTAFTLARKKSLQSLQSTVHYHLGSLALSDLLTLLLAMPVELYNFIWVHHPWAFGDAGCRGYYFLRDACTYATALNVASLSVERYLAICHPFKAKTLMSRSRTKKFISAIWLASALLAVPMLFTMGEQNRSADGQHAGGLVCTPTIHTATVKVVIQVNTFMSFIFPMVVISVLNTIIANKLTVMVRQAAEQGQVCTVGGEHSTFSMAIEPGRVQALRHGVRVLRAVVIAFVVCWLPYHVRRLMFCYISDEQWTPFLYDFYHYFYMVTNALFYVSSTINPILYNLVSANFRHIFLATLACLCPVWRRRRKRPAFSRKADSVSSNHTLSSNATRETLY
GPR35 arrestin U2OS: inhibition of zaprinast-stimulated GPR35 beta-arrestin translocation – imaging, U2OS, beta-arrestin-GFP, zaprinast agonist, primary screen (AID 2058) | inhibition, % at 10 µM, or IC50 in µM where a hit was titrated | U2OS GPR35 beta-arrestin-GFP translocation imaging, zaprinast antagonism; higher % means a stronger effect | hit rate 0.052% among 290,000;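 active = inhibition of at least 50% with at least 30 cells and total cytoplasm GFP at most 10,000,000; inconclusive = under 30 cells or total GFP of 10,000,000 plus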
NTR1 ag cell count 20 µM: recorded beside NTR1 ag, whose call it bears; cell count; measured here: cell count, cytotoxicity flag
Myeloid diff MLP GFP+ MAC1+ %: recorded beside Myeloid diff MLP, whose call it bears; GFP+ MAC1+ double positive, %; measured here: differentiation confirmed by MAC1 staining
* hit, by the source's call; i = inactive; ? = inconclusive; . = not tested or not shown; & = joins results of further samples.

SMILES	Myeloid diff MLP	Myeloid diff MLP GFP+ MAC1+ %	Rac1 GTP hydrolysis	Salmonella PhoP GFP	HIV fusion peptide	LYP inhibition	Siah-1 displacement	GPR55 LPI antagonism	NTR1 ag	NTR1 ag cell count 20 µM	GPR35 arrestin U2OS
CCCCC(=O)Nc1ccccc1C(C)C	.	.	.	-3%	-0.4%	-9%	2%	-1%	-0.4	56	-4%
C=CCOc1ccc(/C=N/NC(=O)CN2CCCCC2)cc1OC	i	0.4	9%	-5%	1.0%	-9%	5%	-8%	1.5	66	-9%
O=C(N/N=C/c1cccnc1)c1cccc(Br)c1	i	0.6	-4%	-1%	2.1%	-7%	-3%	-2%	0.9	58	-2%
Cc1cc(C)cc(OCC(=O)Nc2ccc(CN3CCCCC3)cc2)c1	i	0.5	6%	2%	-1.4%	-7%	-4%	4%	0.4	60	11%
O=C(c1ccc(F)cc1)c1cc2ccccc2o1	i	2.0	4%	3%	-1.6%	-3%	0%	10%	0.2	75	14%
CS(=O)(=O)c1ccccc1-c1nnc(-c2ccc(Cl)cc2)o1	i	0.3	6%	1%	-1.4%	-3%	0%	-8%	-0.2	28	-4%
O=C(NCC1CCCO1)C1CCC(N2C(=O)c3ccccc3C2=O)CC1 (centres undefined)	i	2.2	2%	-6%	-2.4%	-10%	-3%	9%	-1.3	40	15%
CC(C)=CCN1CCC(n2nccc2NC(=O)c2ccccc2Cl)CC1	?	.	-1%	-4%	1.2%	-6%	4%	11%	0.9	51	-1%
Cc1nn(-c2cccc(Cl)c2)c2c1C(c1ccncc1)C(C#N)=C(N)O2 (centres undefined)	i	0.4	9%	4%	14%	-1%	-4%	5%	-0.7	101	17%
COc1cc(OC)c(OC)cc1/C=C/c1cc(C(F)(F)F)[nH]c(=O)n1	i	0.2	4%	-1%	24%	0%	3%	3%	0.3	45	9%
CC1CC(C)CN(CCCCOc2ccc([N+](=O)[O-])cc2)C1 (centres undefined)	i	1.2	19%	-5%	0.3%	6%	2%	14%	-1.4	37	10%
COc1cc(O)c(C(CC(=O)N2CCCC(C)C2)c2ccc(N(C)C)cc2)c(OC)c1 (centres undefined)	i	0.5	20%	4%	1.6%	-4%	1%	9%	-1.0	85	13%
O=C(OC(C(=O)NCc1ccccc1)c1ccccc1F)c1ccco1 (centres undefined)	i	1.2	5%	10%	-0.1%	-4%	11%	2%	-0.3	43	10%
O=C(Nc1ccon1)c1csc2ccccc12	i	11	-7%	2%	0.4%	-10%	-4%	8%	-1.6	74	-2%
CN1OC(CC(=O)O)N(c2ccc(Cl)cc2)C1=O (centres undefined)	i	0.6	1%	1%	-2.8%	-2%	0%	3%	6.6	79	2%
O=C(/C=C/c1ccccc1)NC1CCS(=O)(=O)C1 (centres undefined)	i	0.1	6%	-11%	-1.4%	-4%	8%	9%	0.6	79	-19%
CCOCCCNC(=O)CN1C(=O)CSc2cc(S(=O)(=O)N3CCCCCC3)ccc21	i	1.0	4%	-1%	-1.4%	-3%	-2%	25%	-0.4	41	-1%
CNC(=S)NNc1ccccc1[N+](=O)[O-]	i	0.1	-5%	-6%	-5.5%	-4%	0%	-3%	0.2	43	0%
CN(C)S(=O)(=O)c1ccc(N2CCCC2)c(C(=O)Nc2ccc(F)cc2F)c1	i	0.7	5%	5%	.	.	.	.	-1.0	58	.
NC(=O)c1cc(N2C(=O)C3CC=CCC3C2=O)ccc1N1CCCCC1 (centres undefined)	i	0.4	4%	-10%	-2.1%	-11%	-3%	-2%	2.1	96	0%
CC(=O)OC1CC[C@@]2(C)C(CCC3C2CC(=O)[C@@]2(C)C3CC3CC(C)=CC(=O)C32)C1 (some centres undefined)	i	0.5	4%	2%	0.7%	1%	6%	20%	.	.	-8%
CCCCc1ccc(NC(=S)Nc2cccnc2)cc1	i	0.6	3%	-4%	7.1%	1%	0%	1%	1.3	38	2%
COC(c1ccccc1)c1nnc(CCC(=O)NCc2ccc3ncccc3c2)o1 (centres undefined)	i	0.3	10%	-6%	0.1%	-2%	10%	-3%	1.5	80	5%
CC(C)CC(NC(=O)/C(=C/c1ccco1)NC(=O)c1ccc(Br)o1)C(=O)O (centres undefined)	i	0.6	14%	-13%	20%	2%	-4%	13%	-1.1	56	-2%
Cc1ccc(S(=O)(=O)N[C@@H](Cc2ccccc2)C(=O)N2CCC(C(=O)N[C@H](C(=O)O)C(C)O)CC2)cc1 (some centres undefined)	i	0.4	5%	5%	0.3%	-2%	8%	-5%	3.2	45	-5%
Next compounds
SMILES	Myeloid diff MLP	Myeloid diff MLP GFP+ MAC1+ %	Rac1 GTP hydrolysis	Salmonella PhoP GFP	HIV fusion peptide	LYP inhibition	Siah-1 displacement	GPR55 LPI antagonism	NTR1 ag	NTR1 ag cell count 20 µM	GPR35 arrestin U2OS
Cc1nnc(SCC2=C(C(=O)O)N3C(=O)[C@@H](NC(=O)Cn4cnnn4)[C@H]3SC2)s1	i	2.3&1.2	11%&8%	-4%&-3%	18%	-3%	6%	5%	0.0&-0.4	61&88	-12%
CN1CCC(N(C)S(=O)(=O)c2ccc(NC(=O)COc3ccc([N+](=O)[O-])cc3)cc2)CC1	i	0.3	6%	-2%	.	.	.	.	-0.3	50	.
Cc1[nH][nH]c(=O)c1C(c1ccc(O)c([N+](=O)[O-])c1)c1c(C)[nH][nH]c1=O	i	1.5	12%	30%	0.0%	-4%	-4%	14%	2.1	32	7%
CCOc1ccccc1NC(=O)CCC(=O)Nc1nnc(C2CCCCC2)s1	i	4.0	-41%	3%	-2.0%	-4%	-8%	13%	0.1	68	18%
Cc1ccc(C)c2c1cc(C)c1nnc(SCc3ccccn3)n12	i	0.5	4%	-16%	-0.8%	-8%	6%	2%	0.2	75	2%
Cc1noc(C)c1COc1cccc(C(=O)OC(C)C(=O)Nc2ccc3c(c2)OCO3)c1 (centres undefined)	.	.	3%	3%	-0.2%	-4%	-1%	1%	0.0	60	0%
CCn1cc(C(=O)O)c(=O)c2cnc(N3CCN(C(=S)Nc4ccccc4C(F)(F)F)CC3)nc21	i	0.5	10%	3%	0.5%	-2%	7%	-2%	3.0	57	6%
Cc1ccc([N+](=O)[O-])cc1NC(=O)C1CCCC1	i	0.4	9%	10%	0.0%	-5%	2%	8%	-0.1	58	3%
CC(C)Cc1ccc(CN2CCCC(NC(=O)CCn3cnnn3)C2)cc1 (centres undefined)	i	0.5	7%	1%	-0.7%	-10%	-5%	-7%	0.2	60	-6%
CN(C)/C=N/c1ncc(C(=O)c2ccc(Cl)cc2Cl)s1	i	1.0	-2%	8%	-0.5%	-2%	3%	-11%	-0.7	51	6%
CC(=O)N1CCN(S(=O)(=O)c2cccc(C(=O)Nc3nc4ccccc4[nH]3)c2)CC1	i	0.9	-8%	-9%	-2.3%	-14%	-6%	2%	-0.7	49	3%
CCOc1ccc(OCCOCCN2CCc3ccccc3C2)cc1	i	2.0	25%	14%	-3.1%	-12%	1%	19%	-1.0	79	3%
CCC(NC(=O)C1CCC1)c1ccccc1 (centres undefined)	i	0.7	5%	-9%	2.1%	-3%	1%	8%	-0.6	87	-27%
C=CCn1c(CNC(=O)c2ccccc2C)nnc1SCC(=O)NC1CCCC1	i	0.5	9%	0%	-0.5%	-2%	-1%	11%	1.8	77	11%
COc1ccc(C(=O)OC(C)CN2CCN(C)CC2)cc1 (centres undefined)	i	0.4	11%	-3%	1.0%	-7%	2%	6%	-0.4	60	0%
COc1ccc(S(=O)(=O)N2CCOCC2)cc1NC(=O)c1ccccc1-c1ccc(C(F)(F)F)cc1	i	0.4	6%	2%	-1.2%	-1%	-5%	-5%	1.7	54	11%
CCc1ccc2c(CN3CCN(Cc4ccccc4)CC3)cc(=O)oc2c1	i	0.8	3%	8%	-1.4%	-8%	1%	2%	2.2	46	12%
O=C(Nc1cccc2ccccc12)c1cnccn1	i	0.5	7%	8%	2.2%	-12%	-1%	3%	1.5	47	-8%
CCOC(CNC(=O)c1cc2c(=O)n(CC)c3ccccc3c2s1)OCC	i	0.2	4%	-1%	-1.1%	-8%	-4%	0%	1.1	81	0%
COc1ccc(N(CC(=O)N2CCc3ccccc3C2)S(=O)(=O)c2ccccc2)cc1	i	0.2	-4%	6%	-0.8%	-9%	0%	-7%	1.1	44	2%
COc1ccccc1N1CCN(C2CCC(C)CC2)CC1 (centres undefined)	i	0.3	1%	7%	1.4%	-9%	-4%	5%	0.2	58	5%
O=C(Cc1ccccc1)Nc1ccccc1Sc1ccccc1	i	0.4	4%	-9%	1.3%	-3%	2%	14%	8.1	60	1%
Cc1ccc(C(=O)N[C@H](C(=O)Nc2cc(Cl)cc(Cl)c2)C(C)C)cc1	i	0.9	7%	-11%	-4.2%	-9%	12%	-1%	2.1	87	2%
COc1ccc(NC(=O)CN2C(=O)c3ccccc3S2(=O)=O)cc1OC	.	.	7%	-1%	-0.3%	-8%	-7%	0%	-1.3	58	-1%
C/C(CC(=O)NC(C)(C)C)=N\NC(=O)c1ccco1	i	0.6	8%	5%	-2.7%	-7%	7%	2%	-0.4	63	-10%
(more compounds)
SMILES	Myeloid diff MLP	Myeloid diff MLP GFP+ MAC1+ %	Rac1 GTP hydrolysis	Salmonella PhoP GFP	HIV fusion peptide	LYP inhibition	Siah-1 displacement	GPR55 LPI antagonism	NTR1 ag	NTR1 ag cell count 20 µM	GPR35 arrestin U2OS
COc1ccc(N2CCN(S(=O)(=O)c3cc4c5c(c3)C(C)C(=O)N5CCC4)CC2)cc1 (centres undefined)	i	1.1	12%	6%	.	.	.	.	0.7	69	.
CC1(C)Cc2c(cnn2-c2ccccc2)C(=O)/C1=N\NC(=O)c1ccccc1	i	1.4	6%	-6%	-2.9%	4%	-2%	7%	2.9	42	0%
O=c1c(-c2ccccc2)[n+]([O-])c2ccccc2n1O	i	0.8	5%	25%	1.1%	-3%	-1%	-24%	-1.2	68	0%
CCOc1ccccc1Nc1nc(N)nc(CSc2nccc(C)n2)n1	i	1.1	12%	-11%	-0.8%	-6%	-2%	-4%	0.1	89	-4%
O=C(Nc1ccc(-c2ccc(N3CCCCC3)nn2)cc1)c1ccco1	i	1.2	7%	4%	.	.	.	.	-0.9	56	.
Cc1ccc(C(=O)N/N=C(/CC(=O)c2cccs2)C(F)(F)F)cc1	i	0.5	6%	-4%	16%	-5%	12%	5%	1.3	58	-7%
